hcGAS lum – inhibitors of human cGAS; actives 0.081% (n = 290,000); inhibition, % at 12.5 µM; recombinant h-cGAS, ATP depletion, Kinase-Glo luminescence; Q8N884;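 note: 0% = vehicle reaction and 100% = reaction without DNA for no activity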
Target sequence (Q8N884 whole entry, looked up): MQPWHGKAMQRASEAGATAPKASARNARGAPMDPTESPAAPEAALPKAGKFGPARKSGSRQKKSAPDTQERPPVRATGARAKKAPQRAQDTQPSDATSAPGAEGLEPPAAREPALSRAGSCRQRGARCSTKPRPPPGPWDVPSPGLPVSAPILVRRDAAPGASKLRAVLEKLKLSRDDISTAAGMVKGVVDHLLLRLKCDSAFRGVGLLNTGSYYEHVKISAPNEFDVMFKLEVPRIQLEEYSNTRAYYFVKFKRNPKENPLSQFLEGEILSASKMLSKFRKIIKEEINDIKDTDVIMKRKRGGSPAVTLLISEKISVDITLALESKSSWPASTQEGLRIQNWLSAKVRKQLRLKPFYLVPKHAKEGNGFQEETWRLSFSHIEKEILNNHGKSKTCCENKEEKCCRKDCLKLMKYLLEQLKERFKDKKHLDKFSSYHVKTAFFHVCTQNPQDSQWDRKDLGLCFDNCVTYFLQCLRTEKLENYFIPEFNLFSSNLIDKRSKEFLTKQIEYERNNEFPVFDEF
NPYLR7 agonist – activates Aedes aegypti NPYLR7 receptor | HEK293T NPYLR7/Galpha15, GCaMP6s calcium fluorescence | activation, % at 10 µM | actives 0.15% (n = 270,000); in the data active = activation above about 40%;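 note: 0% = vehicle and 100% = reference agonist at the receptor; some compounds past the cut are filed as inactive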
mcGAS inh – inhibitors of mouse cGAS. Q8C6L5. recombinant cGAS, Kinase-Glo ATP depletion luminescence. inhibition, % at 12.5 µM. actives 0.15% (n = 160,000);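 note: 0% = negative control wells and 100% = reference inhibitor with no enzyme activity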
An asterisk follows results filed as active; . = no result given; & = joins results of further samples. Cut-off read from the data, not from the text of the source, unless noted: active = inhibition above about 40%; inactive = the rest.

Value order: NPYLR7 agonist, hcGAS lum, mcGAS inh
CCOC(=O)c1ccc(NC(=O)NC(C(=O)Nc2nnc(-c3cccc(Br)c3)s2)C(C)CC)cc1 (stereo not drawn)
  0.9, 1.5, -1.9
CCOC(=O)C1(Cc2ccccc2C(F)(F)F)CCN(C(C)Cn2nc(C)cc2C)CC1 (stereo not drawn)
  -8.0, 6.7, .
COc1ccccc1NC(=O)Nc1ccc(Nc2ccc(-n3cccn3)nn2)cc1
  -1.2, -2.7, -5.5
CN1CCN(N=Cc2cc(Cl)cc(Cl)c2O)CC1
  -3.5, -0.9, .
O=C(/C=C/c1ccc(-c2cccc([N+](=O)[O-])c2)o1)N1CCCCC1
  -0.4, 3.2, 1.5
COc1ccc(S(=O)(=O)N2CCCC(C)C2)cc1N1CCN(S(=O)(=O)c2ccccc2C(F)(F)F)CC1 (stereo not drawn)
  23.1, -4.0, -7.8
CCCCN(Cc1ccccc1)C(=O)Nc1c[nH]c2ccccc12
  -1.4, -6.4, -8.6
COCCC(=O)NC1CCc2[nH]c3c(C)cc(Cl)cc3c2C1 (stereo not drawn)
  34.7, -3.6, 0.3
Cc1ncccc1OC1(C(=O)N2C[C@H]3CC=CC[C@H]3C2)CCNCC1
  -0.8, -1.4, -15.7
Cc1ccc(C(=O)Nc2ccc(N(C)C)c(C(=O)NC(C)c3ccccc3)c2)cc1[N+](=O)[O-] (stereo not drawn)
  1.8, -1.3, -1.8
C#C[C@]1(O)CC[C@H]2[C@@H]3[C@H](C)CC4=C(CCC(=O)C4)[C@H]3CC[C@@]21C
  -0.4, -1.9, .
CC1(C(=O)NCc2ccc3c(c2)OCO3)CCN1C(=O)Cc1ccc(Cl)cc1Cl (stereo not drawn)
  10.4, -7.7, -3.8
CC(=O)c1ccc(C(=O)N(Cc2ccccn2)c2nc3c(C)c(Cl)ccc3s2)cc1
  1.3, -7.6, -12.3
Cc1nc(C(C)C)ncc1C(=O)NCc1cccnc1N1CCCC(O)C1 (stereo not drawn)
  ., -1.3, -17.2
COc1ccc(-c2ncnc(Oc3ccccc3OC)c2N)cc1OC
  21.3, -8.0, .
CC1CCCN(c2ccc(C(=O)N(C)C)cc2[N+](=O)[O-])C1 (stereo not drawn)
  -3.4, -6.6, .
Cc1noc(C)c1C1CCCN1Cc1cccc2c1OCO2 (stereo not drawn)
  2.3, -0.5, -12.5
COC(=O)Cn1c(=O)c2c(nc3n(-c4ccc(Br)cc4)c(C)c(C)n23)n(C)c1=O
  34.3, -5.5, .
CC(CNC(=O)N1CCC(n2cncn2)CC1)c1ccc(F)cc1F (stereo not drawn)
  7.9, -4.9, -6.1
CCOC(=O)c1c(NC(=O)C(C)Cl)c(-c2cccc(F)c2)cn1Cc1ccccc1 (stereo not drawn)
  25.3, -4.9, -4.9
Cc1nc(-c2ccccc2)c(C(=O)N2CCC(O)(CN(C)C)C2)s1 (stereo not drawn)
  2.3, 0.3, .
CC(Oc1ccccc1Br)C(=O)NCc1nccs1 (stereo not drawn)
  6.9, -14.0, .
COCCCNCc1c(-c2ccccc2)noc1N1CCc2ccccc2C1
  15.2, -3.3, .
COc1cc(C=C2N=C(c3cc(OC)c(OC)c(OC)c3)OC2=O)ccc1OC(F)F
  -1.5, -6.6, .
Cc1cc(NC(=O)CN2CC(C)CN(C)c3ccccc32)n(C)n1 (stereo not drawn)
  4.4&5.6, -5.5&-9.0, -5.7
Fc1ccccc1N1CCN(Cn2nc(-c3ccco3)oc2=S)CC1
  4.8, -0.2, .
COCCNC(=O)c1cnn2c1NC(c1ccco1)CC2C(F)(F)F (stereo not drawn)
  -3.9, -5.4, -7.6
CCCN1C(=O)C(CCC(=O)NCCc2cccs2)NC(=O)c2ccccc21 (stereo not drawn)
  8.8, -5.1, .
Cc1cc(=O)c(C(=O)NCC(C)c2ccccc2)nn1-c1ccccc1 (stereo not drawn)
  -0.8, -3.5, .
CN(c1ncnc2sccc12)C1CCCc2ccccc21 (stereo not drawn)
  -2.4, 7.8, .

Copied from the list:
COCCNC(=O)c1cnn2c1NC(c1ccco1)CC2C(F)(F)F (stereo not drawn) – mcGAS inh = -7.6
CC1(C(=O)NCc2ccc3c(c2)OCO3)CCN1C(=O)Cc1ccc(Cl)cc1Cl (stereo not drawn) – mcGAS inh = -3.8
CN1CCN(N=Cc2cc(Cl)cc(Cl)c2O)CC1 – hcGAS lum = -0.9

Whole records from above. Order of values: NPYLR7 agonist | hcGAS lum | mcGAS inh
Fc1ccccc1N1CCN(Cn2nc(-c3ccco3)oc2=S)CC1 across the screens: 4.8 | -0.2 | .
Cc1cc(=O)c(C(=O)NCC(C)c2ccccc2)nn1-c1ccccc1 (stereo not drawn) across the screens: -0.8 | -3.5 | .
CN(c1ncnc2sccc12)C1CCCc2ccccc21 (stereo not drawn) across the screens: -2.4 | 7.8 | .

Carrying on.
Value order: NPYLR7 agonist, hcGAS lum, mcGAS inh
CC(C)c1cc(C(=O)N(C)CCC2CCCCO2)n(C)n1 (stereo not drawn)
  3.3, 1.5, 3.4
CC(C)(O)C#Cc1ccc(-c2n[nH]c(Cc3ccccc3)n2)o1
  ., -3.1, -8.0
Cc1ccc(-c2cc(O)cc(C(=O)O)c2)c2cccnc12
  4.5, 3.5, .
Cc1ccn2c(=O)c(C(=O)NCC(C)O)c(O)nc2c1 (stereo not drawn)
  -1.0, -7.4, -8.1
CSc1nc2c(c(=O)n1-c1ccc(F)cc1)SC(C)C2 (stereo not drawn)
  0.9, -8.0, .
Cc1nc(CN(C)Cc2cccn2-c2ncccn2)no1
  9.6, -4.9, -17.2
O=C(NCc1ccccn1)C(C1CCCC1)N1CCN(C(=O)Nc2ccc(F)cc2)CC1 (stereo not drawn)
  -2.8, 1.9, 0.7
CCc1ccc2oc(=O)cc(CN3CCCC(N4CCCC4=O)C3)c2c1 (stereo not drawn)
  ., -5.6, -10.5
CC1CC(NC(=O)C2CCCN2C2CCOCC2)C(=O)N1c1ccccc1 (stereo not drawn)
  5.8, -15.6, -13.7
Cc1ccc(CN(C)C(=O)Nc2cccc(C(N)=O)n2)cc1
  -5.7, 3.5, .
COC(=O)c1ccc2oc(=O)n(C3CCN(C(=O)C(F)(F)C(F)F)CC3)c2c1
  14.1, -1.7, -6.3
Cc1ccc(-n2c(C(C)N(CC(C)C)C(=O)c3cccc(Br)c3)nc3ccccc3c2=O)c(C)c1 (stereo not drawn)
  -2.8, -6.5, -4.4
CC(C)=NOC(C)C(=O)N1CCC2(CC1)Nc1ccccc1C(=O)N2CC(C)C (stereo not drawn)
  -0.3, -10.0, .
CCc1cc(Oc2cccc(Cl)c2)nc(SCc2ccccc2C#N)n1
  -1.7, -6.6, -5.1
Cc1cc(C)nc(N=C(N)Nc2ccc(SC(F)F)cc2)n1
  -19.2, 2.8, .
Cc1ccc(C)c2sc(N(Cc3ccccc3)C(=O)c3ccnn3C)nc12
  ., -8.0, -9.5
Cn1nc(-c2ccc(NC(=O)c3cccc4ccccc34)cc2)ccc1=O
  5.0, -12.5, -10.9
O=S(=O)(NCCO)c1ccc(Cl)cc1
  2.4, -6.6, .
O=C(Cn1nc(C2CC2)c2cnn(-c3ccccc3)c2c1=O)NCCc1ccccc1
  -0.8, -1.2, .
CCOC(=O)c1cc(-c2cccc(NC(=O)c3cc(C)oc3C)c2)n(-c2cccc(F)c2)n1
  25.6, -4.4, -2.0
CC(NC(=O)CCc1ccc(F)c(F)c1)c1ccncc1 (stereo not drawn)
  -0.6, -8.9, .
Cc1c(F)cccc1N1C(=O)CSC1c1ccc(NC(=O)c2ccccc2Br)cc1 (stereo not drawn)
  21.4, -6.9, -5.0
Cc1nn(Cc2ccccc2)c(C)c1CNS(=O)(=O)c1ccc(Cl)cc1F
  -0.8, -4.1, -6.2
CCCc1nnc2sc(Cc3ccc(S(C)(=O)=O)cc3)nn12
  -2.0, 1.8, .
Cc1ccc(CNC(=O)C(C)Sc2n[nH]c(-c3cccs3)n2)cc1 (stereo not drawn)
  -5.8, 1.8, -1.3
CCC(c1nc2ccccc2c(=O)n1-c1cccc(C)c1)N(CC)C(=O)c1ccc(OC)cc1 (stereo not drawn)
  13.3, -5.4, -3.6
Cc1c(C)n2c3c(=O)[nH]c(=O)n(C)c3nc2n1-c1ccccc1Cl
  0.4, 0.6, .
CC(Nc1cc(CCN)ncn1)c1ccccc1-n1cccn1 (stereo not drawn)
  6.1, -7.6, -11.9
COCCN(Cc1ccc(OS(C)(=O)=O)cc1)C(=O)C(C)C
  5.7, -7.9, -3.8
O=C(CN1CCN(C(=O)c2ccccc2)CC1)NC1CCS(=O)(=O)C1 (stereo not drawn)
  7.2, -7.0, -10.1
c1ccc(C2CCCN(Cc3nc(-c4cccs4)no3)CC2)cc1 (stereo not drawn)
  7.2, -7.8, -12.8
Cn1ccnc1CN1CCOC(CCc2ccccc2)C1 (stereo not drawn)
  -7.4, 3.1, -0.4
CCO[C@H]1[C@H](NC(=O)c2ccco2)c2ccccc2C12CCN(C(=O)c1sc(C)nc1C)CC2
  16.0, -5.3, -8.1
O=C(NC(c1ccccc1)c1ccco1)C1CCN(Cc2ccc(Oc3ccccc3)cc2)CC1 (stereo not drawn)
  14.6, -4.0, -4.6
O=C(NCc1cc2cc(Cl)ccc2[nH]1)C1CCC(=O)N(C2CC2)C1 (stereo not drawn)
  18.4, -9.3, .
O=S(=O)(Nc1ccc(Cl)cc1)c1ccc(Cl)s1
  0.3, 1.3, .
O=C(c1cn(CC2CCCO2)cc2c(=O)n(-c3ccccc3)nc1-2)N1CCNCC1 (stereo not drawn)
  -4.8, -12.7, .
C=CCOCC(O)CN(Cc1cc(OC)cc(OC)c1)C1CC1 (stereo not drawn)
  19.3, -2.5, -6.0
CC1CCN(C(=O)CNC(=O)Cc2ccccc2)CC1
  -0.5, -2.1, .
O=[N+]([O-])c1ccc(Sc2nnc(-c3ccco3)o2)c([N+](=O)[O-])c1
  -7.6, -7.3, .
Cc1nc2[nH]nc(C)n2c(=O)c1CC(=O)O
  -15.0, 0.9, .
CC(NC(=O)C1CCN(Cc2cccc(Cl)c2)CC1)c1cccc2ccccc12 (stereo not drawn)
  4.6, -3.9, -2.7
Cn1c(=O)[nH]c(=O)c2c1nc(N1CCN(Cc3ccc(Cl)cc3Cl)CC1)n2Cc1ccccc1
  -0.8, -5.8, .
Cc1ccc(OS(=O)(=O)c2cn(C)c(=O)n(C)c2=O)cc1
  2.1, -8.6, -7.8
Cn1cc(C(=O)N2CCCCCC2)cc(NC(=O)C23CC4CC(CC(C4)C2)C3)c1=O
  -16.2, -3.0, -7.2
CC1(NC(=O)c2cc3c(s2)CCC(C(C)(C)C)C3)CCS(=O)(=O)C1 (stereo not drawn)
  1.0, 4.8, -2.2
Cc1nnc(SCCCNC(=O)[C@@H]2C[C@@H](O)CN2)s1
  13.9, -4.2, -16.0
CCc1cn[nH]c1C1CCCN(C(=O)c2csc(-c3cccs3)n2)C1 (stereo not drawn)
  -1.3, -4.6, -8.7
O=C(Cc1csc(N2CCCC2=O)n1)Nc1ccc2c(c1)OCO2
  -5.1, -8.4, .
COCCN(CC(=O)N(Cc1ccc2c(c1)OCO2)Cc1sccc1C)C(=O)c1ccco1
  -2.6, 2.5, 1.3

Further results.
Value order: NPYLR7 agonist, hcGAS lum, mcGAS inh
COc1cc(=O)n(-c2ccc(C)cc2)nc1C(=O)NC(C)C
  7.4, -1.4, -6.8
CCOC(=O)c1cccnc1N1Cc2cnc(CC(C)C)nc2C1
  27.6, -2.8, .
O=C1CCC(=O)N1Cc1ccc(C(=O)N(Cc2ccccc2)c2ccccn2)cc1
  1.4, -3.1, -8.6
CCNc1ccc(P(=O)(CC)CC)cc1
  -4.3&2.8, -5.0&1.1, .
Cc1ccc2nc(COC(=O)C(C#N)=Cc3cc(C)n(CC(C)C)c3C)cc(=O)n2c1
  0.7, -8.0, -7.7
CCCCCOc1ccc(C(=O)Nc2ccc(NC(=O)c3ccc(OCCCCC)cc3)c3c2C(=O)c2ccccc2C3=O)cc1
  -10.1, 0.8, -2.0
CCCc1nc2ccc(NC(=O)Cc3ccccc3)cn2n1
  2.7, -1.9, -6.8
O=C(c1ccsc1)N1CCN(S(=O)(=O)c2cccc(F)c2)CC1
  7.8, -4.7, .
CSc1ccccc1C(=O)N1CCC(C(Cc2ccccc2)N(C)C(=O)c2ccoc2C)CC1 (stereo not drawn)
  5.7, -1.4, -8.0
Cc1[nH]n(-c2ccccc2)c(=O)c1N=Nc1ccc([N+](=O)[O-])cc1
  -2.3, -2.2, .
Cc1cc(CNC(=O)CN2C(=O)CNC2=O)c2[nH]c(-c3ccccc3)c(C)c2c1
  13.1, -8.1, -19.2
CN(c1cc(Cl)nc(SCc2ccc(C(=O)N3CCC(n4c(=O)[nH]c5ccccc54)CC3)cc2)n1)C1CCCCC1
  -4.7, -4.6, -2.9
N#Cc1cccc(NS(=O)(=O)c2ccc3c(c2)CCC3)c1
  3.5, -12.8, .
O=c1c(O)c(-c2ccccc2)[nH]c2ccccc12
  0.5, -2.4, .
CC(C)c1cc(C(C)C)n(C2CCN(C(=O)c3ccc4cc[nH]c4c3)CC2)n1
  -4.8, 2.1, 2.0

3 of the compounds above, in CSV form:
Compound,NPYLR7 agonist,hcGAS lum,mcGAS inh
CN(c1cc(Cl)nc(SCc2ccc(C(=O)N3CCC(n4c(=O)[nH]c5ccccc54)CC3)cc2)n1)C1CCCCC1,-4.7,-4.6,-2.9
N#Cc1cccc(NS(=O)(=O)c2ccc3c(c2)CCC3)c1,3.5,-12.8,.
O=c1c(O)c(-c2ccccc2)[nH]c2ccccc12,0.5,-2.4,.

Screening results (PubChem)
